High-throughput results deposited in PubChem BioAssay by several laboratories.
MITF act = increases MITF-driven TRPM1 promoter luciferase signal; activation, % at 12.5 µM; 300,000 tested, 0.75% active; SK-MEL-5 TRPM1-promoter luciferase, 24 h; % of positive control, neutral wells = 0;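 active = mean activation of at least 80% with every replicate also reaching 80%; inconclusive = mean reaches 80% but some replicate falls short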;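 note: 0% = neutral control wells and 100% = parthenolide positive control wells; values of inactives mirror those of a sister screen read the other way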
SR-BI HDL uptake = mouse SR-BI HDL lipid transfer inhibition; Q61009; ldlA[mSR-BI] CHO cells, DiI-HDL uptake fluorescence, 3 h; inhibition, % at 12.5 µM; 320,000 tested, 0.96% active; AID 488896;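 active = mean replicate inhibition of at least 70% and a set share of replicates each scoring 70 or more; inconclusive = meets just one of the two criteria; inactive = fails both criteria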;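 note: 0% = median of neutral control wells and 100% = median of positive control wells; values of inactives mirror those of a sister screen read the other way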
Target sequence (Q61009 whole entry, looked up): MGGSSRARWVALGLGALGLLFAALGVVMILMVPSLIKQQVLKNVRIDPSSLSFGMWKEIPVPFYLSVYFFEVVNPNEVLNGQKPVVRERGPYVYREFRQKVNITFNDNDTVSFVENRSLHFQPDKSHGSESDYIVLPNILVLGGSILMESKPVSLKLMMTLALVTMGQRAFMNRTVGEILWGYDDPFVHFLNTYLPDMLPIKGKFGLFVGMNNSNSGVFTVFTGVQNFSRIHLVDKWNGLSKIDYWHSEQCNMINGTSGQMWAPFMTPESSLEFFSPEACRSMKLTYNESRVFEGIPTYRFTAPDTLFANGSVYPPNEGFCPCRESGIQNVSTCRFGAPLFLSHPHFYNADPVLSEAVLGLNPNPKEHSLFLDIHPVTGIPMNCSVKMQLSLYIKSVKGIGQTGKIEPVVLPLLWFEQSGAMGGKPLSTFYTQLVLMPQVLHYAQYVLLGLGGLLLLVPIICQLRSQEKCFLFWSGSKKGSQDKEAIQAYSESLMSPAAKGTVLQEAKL
Rtt109 Vps75 = C. albicans Rtt109 histone acetyltransferase inhibition | Q5AAJ8 | purified Rtt109/Vps75, ThioGlo CoA-SH fluorescence, 4 h | inhibition, % at 34.9 µM | 330,000 tested, 0.16% active | AID 540336;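 active = inhibition of at least 50% in every replicate; inconclusive = best replicate reaches 50% inhibition but some replicates fall short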
Target sequence (Q5AAJ8 whole entry, looked up): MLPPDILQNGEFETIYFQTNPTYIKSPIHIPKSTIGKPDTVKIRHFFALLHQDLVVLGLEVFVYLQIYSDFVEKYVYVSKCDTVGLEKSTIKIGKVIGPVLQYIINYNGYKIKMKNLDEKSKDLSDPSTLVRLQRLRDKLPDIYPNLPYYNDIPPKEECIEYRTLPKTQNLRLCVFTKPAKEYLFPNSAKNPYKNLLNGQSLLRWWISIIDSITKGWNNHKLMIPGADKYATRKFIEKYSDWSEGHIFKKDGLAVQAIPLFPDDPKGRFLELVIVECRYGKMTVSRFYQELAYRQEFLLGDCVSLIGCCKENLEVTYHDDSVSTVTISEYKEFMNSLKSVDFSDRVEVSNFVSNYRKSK
dFosB act = activators of mouse delta FosB homodimer; purified delta FosB, TAMRA-CDK5 oligo fluorescence polarization; percent of positive-control signal above neutral wells; activation, % at 25 µM; 340,000 tested, 0.99% active; AID 493131;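 active = mean activation above about 17%, with every replicate also reaching it, limit read from the data, passing the limit was not always enough; inconclusive = only one of the two conditions met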;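 note: fluorescence polarization rise as delta FosB binds a TAMRA Cdk5 AP-1 oligo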
SR-BI DiI-HDL act = activators of SR-BI mediated HDL lipid uptake. CHO ldlA[mSR-BI] cells, DiI-HDL uptake fluorescence, 3 h; 100 = double the neutral-control signal. activation, % at 12.5 µM. 320,000 tested, 0.096% active;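 active = mean replicate activation of at least 60% and every replicate at or above 60%; inconclusive = mean or all-replicate condition met, but not both; inactive = mean below 60% and not all replicates reaching 60%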;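 note: 0% = median plate neutral-control signal and 100% = twice that signal; values of inactives mirror those of a sister screen read the other way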
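Test system: SR-BI-overexpressing, LDLR-lacking CHO cells. Measured by: DiI fluorescence, bottom read. Medium: Ham's F12 with 0.5% BSA, HEPES 25 mM, pH 7.4. Timing: 3 h uptake period with compound, 37 °C.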
RTF Ca sens act = increases calcium sensitivity of human cardiac regulated thin filaments; P19429+P45379; IANBD-labeled TnC RTF fluorescence at EC20 calcium; 0% EC20 calcium, 100% full calcium; activation, % at 7.2 µM; 340,000 tested, 0.24% active;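 active = activation above the mean over all tested compounds plus 3 SD, cut at about 30% in these data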;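 note: rise in fluorescence read as greater calcium sensitivity of cardiac thin filaments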
HTR5A ag ctr = activates human HTR5A in OPRM1-OPRD1 agonist counter-screen; activation, % at 9.3 µM; AID 504692; HTR5A agonist assay, luminescence, cell-based; 340,000 tested, 0.61% active; in the data active = activation mostly above about 9.5%, no sharp cut-off; inactive = mostly below about 7.6%;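 note: 0% = cells with vehicle only and 100% = reference agonist; strong numbers were not always called active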
PvdQ inh = P. aeruginosa PvdQ acylase inhibition. purified PvdQ acylase, fluorescence plate reader. inhibition, % at 10 µM. 340,000 tested, 0.063% active; in the data active = inhibition above about 30%, passing the limit was not always enough; inconclusive = no clear call, values can overlap the other calls;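 note: 0% = vehicle neutral wells and 100% = reference inhibitor wells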
Wnt bcat act = Wnt/beta-catenin pathway activation; AID 743398; activation, % at 9.35 µM; Wnt/beta-catenin reporter cell assay, activator, plate reader; 300,000 tested, 1.2% active; in the data active = activation above about 30%, passing the limit was not always enough; inconclusive = no clear call, values can overlap the other calls;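 note: 0% = neutral control wells and 100% = positive control wells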
CDK5 p35 inh = CDK5/p35 (human) kinase inhibition; Q00535+Q15078; Recombinant CDK5/p35, ADP-Glo luminescence, 60 min; inhibition, % at 10 µM; 330,000 tested, 0.01% active;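 active = highest replicate inhibition of at least 50% and at least 75% of replicates reaching 50%; inconclusive = only one of the two criteria met; inactive = both criteria failed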;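 note: plate controls were DMSO neutral control for no effect and GW8510 at 10 µM for full effect; many of its hits are not listed in these tables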
* marks the source's active call; other numbers are inactive results; ? = inconclusive; / = not tested or not shown.

SMILES	MITF act	SR-BI HDL uptake	Rtt109 Vps75	dFosB act	SR-BI DiI-HDL act	RTF Ca sens act	HTR5A ag ctr	PvdQ inh	Wnt bcat act	CDK5 p35 inh
O=C(Nc1nnc(CCN2CCCCC2)s1)c1ccc(Br)cc1	2.0	-13.9	5.2	0.8	13.9	-1.4	4.3	10.4	-1.3	0.4
CC1(C)NC(=O)N(CCCCOc2cccc(C(F)(F)F)c2)C1=O	-6.4	-3.4	4.6	-0.1	3.4	1.3	1.2	0.7	/	-0.3
O=P(C(=NCCO)NO)(N1CCOCC1)N1CCOCC1	-1.6	-7.7	1.9	-13.4	7.7	1.5	1.5	-13.5	-1.2	0.1
CCc1nn2c(=O)cc(COc3ccc(/C=C4\C(=N)N5N=C(C)SC5=NC4=O)cc3)nc2s1	-17.2	8.6	-2.6	-9.4	-8.6	5.2	-6.8	-11.8	-4.3	1.6
O=C(O)CCCN1C(=O)/C(=C/c2ccncc2)SC1=S	-13.2	10.9	-8.7	0.8	-10.9	0.6	1.8	-13.9	2.6	2.9
O=C(NC1CCC(O)CC1)c1cccnc1Sc1ccccc1Cl (stereo not drawn)	5.3	4.2	2.8	-2.9	-4.2	-2.9	4.0	-2.4	-0.5	0.4
Cc1cccc(NC(=O)CCNC(=O)c2ccccc2Cl)n1	4.9	-26.7	0.2	-1.8	26.7	5.1	3.0	-11.4	0.5	0.3
COc1cc(SC)ccc1C(=O)Nc1ccc(C)cc1C	27.3	58.1	5.8	4.2	-58.1	5.0	-0.1	-3.8	/	0.6
Cc1ccccc1SCC(=O)Nc1ccc(N2CCOCC2)cc1	11.1	4.7	-3.5	-7.5	-4.7	-1.5	1.6	15.0	0.5	1.5
COc1ccc(C(=O)NCCCn2cccn2)cc1OC1CCN(C(C)=O)CC1	3.6	-1.9	6.3	-4.2	1.9	5.5	2.7	-17.1	0.7	1.1
Cc1ccc(N=C2NC(=O)/C(=C/c3cccs3)S2)cc1C	21.3	15.2	8.7	1.0	-15.2	1.2	-3.5	-8.6	22.7	0.3
O=C(CCl)Nc1c2c(nn1-c1ccccc1)CSC2	-5.3	-14.6	1.5	-5.2	14.6	0.2	2.2	-17.8	-0.1	-2.3
Cc1n[nH]c(=O)c2c(NC(=O)COC(=O)c3cc(F)cc(F)c3)oc(C)c12	-7.6	-14.2	14.4	2.8	14.2	-0.3	4.5	12.0	-0.8	1.0
N#Cc1cccc(NC(=O)N2CCC(c3nc4c(nnn4Cc4cccc(Cl)c4)c(=O)[nH]3)CC2)c1	-9.1	19.9	-5.6	-2.3	-19.9	-1.3	2.2	-4.1	-0.9	0.5
O=Cc1ccc(-c2ccc(C(=O)O)cc2)o1	2.6	-6.0	-11.8	7.8	6.0	5.1	3.4	6.9	1.4	1.3
CCOC(=O)C1=C(c2ccccc2)N=C2SCC(=O)N2C1c1ccc(OC)c(OC)c1 (stereo not drawn)	0.3	-9.5	2.4	4.8	9.5	-6.7	-2.8	2.5	/	-0.1
Fc1ccc(OCc2nc(-c3ccncc3)n[nH]2)cc1	1.2	-12.8	-7.2	-5.0	12.8	2.5	-3.4	-16.5	-0.7	-0.3
C/C(Cc1ccccc1)=N\NC(=O)CNC(=O)c1ccccc1	10.3	-23.9	-2.4	5.6	23.9	1.8	-4.2	-10.8	-0.4	-0.2
Cc1ccc(C(=O)N2CCOCC2)cc1S(=O)(=O)Nc1cccc(C)c1C	-11.0	4.3	14.9	-2.3	-4.3	4.2	0.4	2.0	/	0.0
COCCNC(=O)CN(C(=O)c1ccc(N2CCCC2)nc1)c1ccc(F)c(Cl)c1	16.6	-31.9	-3.6	-9.2	31.9	2.8	4.6	16.6	-0.7	1.2
C=CC[C@H](CC(=O)N(CCO)Cc1ccccc1)C(=O)N[C@@H](C)COC(=O)[C@@H](CC=C)Cc1ccc(F)cc1	3.7	6.1	4.5	2.1	-6.1	2.1	-4.6	-3.2	-4.6	1.7
Cc1cc(C(=O)CSc2nnc(C3COc4ccccc4O3)n2C)c(C)n1-c1ccc(F)cc1 (stereo not drawn)	-8.7	-8.5	6.0	-13.8	8.5	-4.2	2.2	-9.2	/	-1.4
CC(C)(C)C1CCc2c(sc(NC(=O)c3ccco3)c2C(N)=O)C1 (stereo not drawn)	77.4	59.4	-5.8	?	-59.4	-7.4	3.0	-1.5	/	-1.0
CN(C)S(=O)(=O)c1cc(NC2CC(=O)N(c3ccc(F)cc3)C2=O)ccc1Cl (stereo not drawn)	5.3	21.2	-1.2	-6.5	-21.2	-0.7	-1.2	-9.4	-0.7	-1.8
Cc1ccc(Cl)c(OCC(=O)NN2CCN(C)CC2)c1	-10.8	-19.6	-1.2	-5.4	19.6	1.1	-3.8	-11.4	-3.5	0.9
C=CCNC(=S)N/N=C1\CCS(=O)(=O)c2ccccc21	/	-2.5	0.4	-3.6	2.5	1.1	7.7	-15.3	0.2	0.5
CCOc1ccc(NC(=O)CCn2c(=O)[nH]c3ccsc3c2=O)cc1	2.6	18.2	2.8	0.0	-18.2	0.8	6.0	-1.5	1.3	0.2
Cc1ccc(NC(=O)CCCn2c(=O)[nH]c3ccsc3c2=O)cc1	4.7	-12.1	-3.7	-5.2	12.1	-1.9	3.2	-9.7	/	-0.6
COc1ccc(S(=O)(=O)N(C)CC(=O)NC2CCCCC2)cc1Cl	-7.0	7.5	11.9	-3.7	-7.5	-2.6	-1.0	2.2	/	0.1
Cc1cc(=O)n2c(C(=O)Nc3ccc(C)c(C)c3)c(C(=O)Nc3ccccc3)sc2n1	0.3	49.5	5.3	34.1*	-49.5	0.4	3.6	-6.9	-1.6	-2.5
Cc1cc(OCC(=O)Nc2cccnc2)c2c(C)c(C)c(=O)oc2c1	-3.1	2.5	-4.5	3.0	-2.5	-6.8	-4.5	-5.9	-0.6	-2.5
C(=NOCCc1ccccc1)c1cccnc1	87.1*	5.0	3.0	-9.0	-5.0	-8.3	-0.6	0.6	-0.2	-1.2
CCc1nc2ccccc2c(C(=O)OCc2nnc(-c3ccccc3)o2)c1C	6.6	-7.5	46.7	-5.9	7.5	-7.1	-0.1	4.2	0.4	0.1
O=c1[nH]c(-c2ccccc2)nc(CN2CCCCC2)c1O	1.3	-1.8	10.2	-6.8	1.8	-1.1	2.1	3.6	-2.8	0.6
O=C(Nc1ccc(S(=O)(=O)Nc2ccc(Cl)cc2)cc1)C1CCCO1 (stereo not drawn)	-15.2	21.2	-13.7	-1.3	-21.2	-0.6	-1.7	-15.6	/	-1.6
Cc1nn(C)c(C)c1N=Cc1c(O)ccc2ccccc12	-7.9	24.0	-3.6	-10.6	-24.0	3.2	2.6	10.2	-2.1	1.4
O=C(CSc1ncnc2c1oc1ccccc12)Nc1nccs1	/	-15.4	-19.0	-7.8	15.4	-0.9	0.1	-3.2	-1.4	1.2
COc1ccc(CNC(=O)COC(=O)c2nc3nc(C)cc(C)n3n2)cc1	-0.8	-10.0	6.6	1.9	10.0	-4.3	4.1	-6.1	-0.3	0.0
O=C(CSc1nnc(CNC(=O)c2ccccc2F)o1)Nc1cccc(C(F)(F)F)c1	-0.8	12.6	3.8	-9.4	-12.6	-3.6	0.9	10.1	-0.1	1.0
COc1ccc(CNC(=O)C(C)OC(=O)c2cccn2C)cc1 (stereo not drawn)	/	-4.1	-5.8	-0.4	4.1	-1.7	0.9	-9.8	/	0.1

Printed as active in MITF act, among the entries above:
Compound | MITF act | SR-BI HDL uptake | Rtt109 Vps75 | dFosB act | SR-BI DiI-HDL act | RTF Ca sens act | PvdQ inh | Wnt bcat act | CDK5 p35 inh
C(=NOCCc1ccccc1)c1cccnc1 | 87.1* | 5.0 | 3.0 | -9.0 | -5.0 | -8.3 | 0.6 | -0.2 | -1.2

(continued)
SMILES	MITF act	SR-BI HDL uptake	Rtt109 Vps75	dFosB act	SR-BI DiI-HDL act	RTF Ca sens act	HTR5A ag ctr	PvdQ inh	Wnt bcat act	CDK5 p35 inh
NS(=O)(=O)c1ccc(N2CCN(CCOc3ccc(Cl)cc3)CC2)nc1	-9.6	13.8	2.6	-0.3	-13.8	-3.0	7.7	-1.3	-2.0	2.9
CCC(=O)N1CCN(c2ccc(NC(=O)c3cc4ccccc4o3)cc2Cl)CC1	-51.5	79.0*	1.4	-0.4	-79.0	-1.2	4.7	8.3	-1.1	0.4
O=C(OCCCN=C1NS(=O)(=O)c2ccccc21)c1ccc([N+](=O)[O-])cc1	1.3	-9.0	9.7	5.4	9.0	0.5	3.1	10.4	-2.7	1.1
COCCOC(=O)c1c(C)oc2ccc(NS(=O)(=O)c3ccc(C(=O)O)cc3)cc12	/	-16.5	-0.1	0.4	16.5	-5.5	2.5	-9.4	-2.9	-0.1
S=C(c1ccco1)N1CCOCC1	-8.6	1.1	-0.6	-0.4	-1.1	4.0	0.7	-15.3	-3.3	-0.2

A draw from above in order of SMILES length, rising:
SMILES	MITF act	SR-BI HDL uptake	Rtt109 Vps75	dFosB act	SR-BI DiI-HDL act	RTF Ca sens act	HTR5A ag ctr	PvdQ inh	Wnt bcat act	CDK5 p35 inh
S=C(c1ccco1)N1CCOCC1	-8.6	1.1	-0.6	-0.4	-1.1	4.0	0.7	-15.3	-3.3	-0.2
C(=NOCCc1ccccc1)c1cccnc1	87.1*	5.0	3.0	-9.0	-5.0	-8.3	-0.6	0.6	-0.2	-1.2
Cc1nn(C)c(C)c1N=Cc1c(O)ccc2ccccc12	-7.9	24.0	-3.6	-10.6	-24.0	3.2	2.6	10.2	-2.1	1.4
O=c1[nH]c(-c2ccccc2)nc(CN2CCCCC2)c1O	1.3	-1.8	10.2	-6.8	1.8	-1.1	2.1	3.6	-2.8	0.6
COc1ccc(CNC(=O)C(C)OC(=O)c2cccn2C)cc1 (stereo not drawn)	/	-4.1	-5.8	-0.4	4.1	-1.7	0.9	-9.8	/	0.1
CCc1nc2ccccc2c(C(=O)OCc2nnc(-c3ccccc3)o2)c1C	6.6	-7.5	46.7	-5.9	7.5	-7.1	-0.1	4.2	0.4	0.1
NS(=O)(=O)c1ccc(N2CCN(CCOc3ccc(Cl)cc3)CC2)nc1	-9.6	13.8	2.6	-0.3	-13.8	-3.0	7.7	-1.3	-2.0	2.9
CCC(=O)N1CCN(c2ccc(NC(=O)c3cc4ccccc4o3)cc2Cl)CC1	-51.5	79.0*	1.4	-0.4	-79.0	-1.2	4.7	8.3	-1.1	0.4
O=C(CSc1nnc(CNC(=O)c2ccccc2F)o1)Nc1cccc(C(F)(F)F)c1	-0.8	12.6	3.8	-9.4	-12.6	-3.6	0.9	10.1	-0.1	1.0
O=C(OCCCN=C1NS(=O)(=O)c2ccccc21)c1ccc([N+](=O)[O-])cc1	1.3	-9.0	9.7	5.4	9.0	0.5	3.1	10.4	-2.7	1.1
